ALOX12 inh – inhibitors of human 12S-lipoxygenase ALOX12; P18054; purified 12hLO, xylenol orange hydroperoxide absorbance; Potency, µM (top dose mostly 108 µM), for the others: at the top dose activity change, negative = inhibition, actives largely listed as inhibitors; 580,000 compounds, 1.1% hits; active = well fitted inhibition curve with a large enough effect; inconclusive = small, poorly fitted or top-dose-only effect, or another doubt; inactive = no such curve, though single readings can be large or run the other way
Target sequence (P18054 whole entry, looked up): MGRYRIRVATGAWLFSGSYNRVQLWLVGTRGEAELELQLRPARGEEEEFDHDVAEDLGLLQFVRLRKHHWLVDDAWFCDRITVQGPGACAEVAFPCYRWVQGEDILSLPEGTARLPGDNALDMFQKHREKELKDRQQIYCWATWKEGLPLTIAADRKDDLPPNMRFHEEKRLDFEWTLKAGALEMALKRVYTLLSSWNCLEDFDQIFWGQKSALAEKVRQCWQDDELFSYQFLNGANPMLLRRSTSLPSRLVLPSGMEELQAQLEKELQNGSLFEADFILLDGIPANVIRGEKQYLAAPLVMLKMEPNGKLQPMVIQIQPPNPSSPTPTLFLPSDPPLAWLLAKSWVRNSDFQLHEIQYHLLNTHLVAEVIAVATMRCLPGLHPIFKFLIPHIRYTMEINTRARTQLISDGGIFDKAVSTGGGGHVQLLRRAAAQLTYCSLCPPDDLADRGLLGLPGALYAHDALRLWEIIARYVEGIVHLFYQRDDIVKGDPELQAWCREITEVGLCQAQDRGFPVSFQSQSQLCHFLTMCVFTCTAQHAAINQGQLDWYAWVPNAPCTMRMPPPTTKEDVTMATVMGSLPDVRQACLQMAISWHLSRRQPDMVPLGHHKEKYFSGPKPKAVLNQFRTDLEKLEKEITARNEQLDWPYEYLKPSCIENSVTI
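Hydroperoxide product was detected by ferrous iron/xylenol orange as the 573 to 405 nm absorbance ratio. Arachidonic acid at 40 uM (final) was turned over for 30 min at room temperature by 150 nM human 12hLO, pH 7.0 Hepes buffer, after 15 min compound preincubation.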
Starred values were filed as active, the others as inactive; [ ] = remark or other dose. % is set by controls: 0 for no effect and ±100 for the full control effect; potency is the fitted concentration of half-maximal effect. This is a subset; the hit share may differ from the screen's.

`CCn1c(C)cc2c(c1=O)C(c1ccc(Br)cc1)C(C#N)=C(N)O2` (stereo not given) gave ALOX12 inh inconclusive.
`O=C(c1ccccc1)N1CCC2(CNc3ccccc3[S+](=O)([O-])N2)C1` (stereo not given) gave ALOX12 inh 19.7%.
Screening CCCCC(=O)Nc1ccc2oc(-c3ccc(OC)c(Cl)c3)nc2c1 returned ALOX12 inh -0.4%.
CNc1nnc(Sc2ccc(S(=O)(=O)NC(C)C)cc2[N+](=O)[O-])s1 was read as ALOX12 inh inconclusive.
`CC1CCN(S(=O)(=O)N2CCCC(c3nc4ccccc4o3)C2)CC1` (stereo not given) gave ALOX12 inh 38.8%.
Screening Cc1nn(-c2ccccc2)c(=O)n1CC(=O)NCC1OCCc2ccccc21 (stereo not given) returned ALOX12 inh 27.6%.
Cc1ccc(-c2nc(CS(=O)(=O)CC(=O)Nc3ccc(C)cc3C)c(C)o2)cc1 was read as ALOX12 inh -8.4%.
`CCCNC(=O)Nc1cccc(C(=O)NC(C)C)c1` gave ALOX12 inh -29.8%.
Screening CCn1ccc(C(=O)N2CC[C@H](c3nc(C)no3)[C@H](NC(=O)C3CC3)C2)n1 returned ALOX12 inh 72.4%[activator].
For O=C(Nc1cc2c(cc1C(O)c1ccccc1)OCCO2)c1cccc(Br)c1 (stereo not given) the results were ALOX12 inh -41.9%.
For O=C1NCCCCCN(C(=O)C2CC=CC2)[C@H]2CCC[C@@H]12 the results were ALOX12 inh 14.2%.
`Cc1cc(=O)oc2cc(NC(=O)CCCOc3ccccc3)ccc12` gave ALOX12 inh 1.3%.
For C=CC[n+]1c(C)ccc2ccc(C)cc21 the results were ALOX12 inh inconclusive.
For CCOc1ccc(S(=O)(=O)N2CCN(Cc3ncc(-c4ccc(F)cc4)o3)CC2)cc1 the results were ALOX12 inh -10.3%.
`N#Cc1cccc(CN2CCC(c3ccnn3CCO)CC2)c1` gave ALOX12 inh 2.2%.
COCCC1(NS(C)(=O)=O)CCN(C(=O)NCC(C)C)CC1 was read as ALOX12 inh 20.1%.
Screening COc1cc2nccc(Oc3ccc(NC(=O)Nc4ccc(F)cc4F)c(F)c3)c2cc1OC returned ALOX12 inh 0.0%.
For CCOc1ccc2c(=O)c(Oc3ccc(OC)cc3)c(C(F)(F)F)oc2c1 the results were ALOX12 inh 63.7%[activator].
`CNC(=O)[C@@H]1CN(C(=O)c2cc(OC)cc(OC)c2)C[C@H]1COC` gave ALOX12 inh 8.2%.
`CC(=O)N(CCC1(c2ccccc2)CCOC(C)(C)C1)Cc1ccccc1` (stereo not given) gave ALOX12 inh 9.1%.
N#CCCN(C(=O)COC(=O)c1cc(Cl)ccc1[N+](=O)[O-])c1cccc(C(F)(F)F)c1 was read as ALOX12 inh inconclusive.
O=C(Nc1cccc(-c2nnc3n2CCCC3)c1)NC1CCCC1 was read as ALOX12 inh 17.8%.
`O=C(Cc1noc2ccccc12)N[C@@H]1COCC[C@@H]1OCc1ccccn1` gave ALOX12 inh -6.3%.
For Cc1noc2c(NC3CCOCC3)cc(-c3ccccn3)nc12 the results were ALOX12 inh 44.3%[activator][176 µM].
Screening Cc1cccc(CS(=O)Cc2ccc(Cl)cc2)c1 (stereo not given) returned ALOX12 inh 25.6%.
COC[C@H]1C[C@@H](NC(=O)c2ccc(C(F)(F)F)cc2)[C@H](O)[C@@H]1O was read as ALOX12 inh 123.1%[activator][176 µM].
For CC(C)c1noc(-c2cn(C3CCCN(C(=O)c4ccc[nH]4)C3)nn2)n1 (stereo not given) the results were ALOX12 inh 0.7%.
For CC(=O)N1CC2(CCN(Cc3nnc(-c4ccco4)o3)CC2)CC1C(=O)O (stereo not given) the results were ALOX12 inh 99.1%[activator].
Cc1nc(C(C)C)cc(N2CCN(c3ccccc3O)CC2)n1 was read as ALOX12 inh inconclusive.
For CCNc1ncc2ncc(=O)n(C[C@H]3CCCO3)c2n1 the results were ALOX12 inh inconclusive.
For Cc1ccc(-c2nnc([C@H]3CCN(C(=O)C4CC4)C3)o2)cc1 the results were ALOX12 inh -0.5%[176 µM].
Screening Cn1nccc1CN1CCCC(c2nn(-c3ccc(Cl)cc3)c(=O)[nH]2)C1 (stereo not given) returned ALOX12 inh -15.6%.
For COCCC(=O)N1CCCN(S(C)(=O)=O)c2ccccc21 the results were ALOX12 inh 59.5%[activator].
Screening O=C(c1ccccc1)N1CC(Oc2ccc(F)c(F)c2)C1 returned ALOX12 inh 0.1%[12.5 µM].
For COCCNc1ncccc1-c1noc([C@@H]2CCCN2Cc2ccco2)n1 the results were ALOX12 inh 8.5%[176 µM].
COC(=O)[C@H](CC(C)C)N(CCCc1cn(Cc2ccccc2)nn1)S(=O)(=O)c1ccccc1Br was read as ALOX12 inh 30.4%.
Cc1ccc2[nH]cc(CCNC(=O)/C=C/c3ccccc3)c2c1 was read as ALOX12 inh inconclusive.
`COc1ccccc1CN1C[C@H]2[C@H](C1)[S+](=O)([O-])C(C)(C)C(=O)N2Cc1ccccc1` gave ALOX12 inh -25.7%[176 µM].
CCn1nc(C)c(-c2cc(C(=O)NCCc3noc(COC)n3)no2)c1C was read as ALOX12 inh 35.4%.
`Cc1ccc(C(=O)N2C[C@@H](CN3CCCN(C)CC3)[C@@H](CO)C2)nc1` gave ALOX12 inh 26.0%.

As a short view, some entries already given.
Screening O=C(c1ccccc1)N1CC(Oc2ccc(F)c(F)c2)C1 returned ALOX12 inh 0.1%[12.5 µM].
For COCCNc1ncccc1-c1noc([C@@H]2CCCN2Cc2ccco2)n1 the results were ALOX12 inh 8.5%[176 µM].
COC(=O)[C@H](CC(C)C)N(CCCc1cn(Cc2ccccc2)nn1)S(=O)(=O)c1ccccc1Br was read as ALOX12 inh 30.4%.
Cc1ccc2[nH]cc(CCNC(=O)/C=C/c3ccccc3)c2c1 was read as ALOX12 inh inconclusive.

(cont.)
For O=C(O)CN1CCOCC1 the results were ALOX12 inh inconclusive.
Screening N#Cc1ccc(C(=O)N2CC[C@H]3NC(=O)N(c4ccccc4)C(=O)[C@H]32)cc1 returned ALOX12 inh -16.9%[176 µM].
`Cc1ccc(C)c(NC(=O)c2cc3c(N4CCSCC4)nc(C)cn3n2)c1` gave ALOX12 inh 32.3%[activator].
`COc1ccc(C)cc1-n1nnc(C(=O)Nc2ccc(Br)cc2)c1C` gave ALOX12 inh inconclusive.
Cc1cccc(C(=O)NCCC(=O)N2CCCCCC2)c1 was read as ALOX12 inh 32.5%[activator].
For COc1cccc(S(=O)(=O)NCCc2noc(-c3cccnc3)n2)c1 the results were ALOX12 inh 29.2%.
For O=C(NCc1ccccc1)c1cc2cc(Cl)ccc2[nH]1 the results were ALOX12 inh -23.5%.
`COc1cccc(Nc2ncc3nc(C)c(=O)n(C4CC4)c3n2)c1` gave ALOX12 inh inconclusive.
`CN(Cc1ccccc1)Cc1cc(CC2(NC3CCCCC3)COC2)no1` gave ALOX12 inh 12.4%[176 µM].
Screening Cc1noc(C)c1C(=O)N1CC(N(Cc2cccnc2)CC(C)C)C1 returned ALOX12 inh 35.8%.
Screening CC(C)NC[C@H]1O[C@@H]2C[C@@H](CC(=O)NCc3nccn3C)O[C@@H]2[C@@H]1O returned ALOX12 inh inconclusive.
For O=C(O)CCC(=O)N1C[C@@H]2OCC(=O)N(c3ccccc3)[C@@H]2C1 the results were ALOX12 inh 20.8%[176 µM].
CC(C)(O)C#Cc1ccc(C(=O)N2CCOCC2CC(=O)O)o1 (stereo not given) was read as ALOX12 inh 12.9%.
Cc1ccc(NC(=O)CCc2ncc(-c3c(F)cccc3F)o2)c(C)c1 was read as ALOX12 inh 1.0%.
Cn1ccnc1CN1C(=O)CO[C@H]2CN(C3CCCCC3)C[C@H]21 was read as ALOX12 inh 7.6%[176 µM].
Screening COc1ccc(C)cc1NC(=O)Cn1c(=O)c(-c2noc(C)n2)c2n(c1=O)CCCCC2 returned ALOX12 inh -4.4%.
CO[C@H]1C(=O)N(C(C)C)[C@H]1C1CCN(C(=O)c2nn(C)c3ccccc23)CC1 was read as ALOX12 inh 22.5%.
Screening CCCCC1CCCN1C(=O)c1coc(COc2cccc(F)c2F)n1 (stereo not given) returned ALOX12 inh 12.8%.
Screening Cc1cccnc1CNC(=O)[C@H]1C[C@@H](C(=O)O)N(C)[C@H]1c1cccc(Cl)c1 returned ALOX12 inh 79.8%[activator].
For COCC(=O)N1CCC2(CC1)CCN(C(=O)Nc1cccc(C#N)c1)CC2 the results were ALOX12 inh -1.6%[57.4 µM].
Screening Cc1c(C(=O)N2CCCC2)c(S(=O)(=O)N2c3ccccc3CC2C)c(C)n1C (stereo not given) returned ALOX12 inh -18.4%.
Screening CC(C)N[C@H]1C[C@@H](Cc2cc(COc3ccccc3)on2)C1(C)C returned ALOX12 inh 42.4%[activator][176 µM].
`CC(=O)c1sc(NC(=O)c2nn(CC(C)C)c(=O)c3ccccc23)nc1C` gave ALOX12 inh -20.6%.
Screening CCc1ccc(N2CC(c3noc(-c4cccc(OC)c4OC)n3)CC2=O)cc1 (stereo not given) returned ALOX12 inh 11.8%.
Screening Cc1cc(C(C)(C)C)cc(C)c1CCNC(=O)c1nccnc1N returned ALOX12 inh 4.2%.
Screening Cc1cc(C(=O)N2CCC3(CCC(=O)N(CCCn4ccnc4)C3)CC2)c(C)o1 returned ALOX12 inh 64.9%[activator].
COC(=O)C1CN(Cc2ccccc2)CCS(=O)(=O)N1Cc1ccc(OC)cc1 (stereo not given) was read as ALOX12 inh 12.7%.
For O=C(N[C@H]1CO[C@H]2[C@@H]1OC[C@@H]2Nc1nccc(-c2cccc(F)c2)n1)c1cccs1 the results were ALOX12 inh 16.6%[176 µM].
`O=C1CCc2cc(S(=O)(=O)NCc3ccc(Cl)cc3)cc3c2N1CCC3` gave ALOX12 inh inconclusive.
`O=C(Nc1cccc(C(F)(F)F)c1)N[C@H]1[C@H](O)[C@@H](Sc2ccccc2)[C@@H]2OC[C@H]1O2` gave ALOX12 inh -27.6%.
`CCc1noc([C@@H]2CC(F)(F)CN2C(=O)c2ccc(C#N)cc2)n1` gave ALOX12 inh 44.5%[activator].
`COC(=O)c1cn(CC(=O)N2CCC(C)CC2)c2ccccc12` gave ALOX12 inh 2.6%.
`Cc1ccc(C2(C(=O)N[C@@H]3COCC[C@@H]3OCc3ccccc3)CC2)cc1` gave ALOX12 inh 24.9%.
`COCCNC(=O)C[C@@H]1C[C@H]2O[C@H](CN)[C@@H](O)[C@H]2O1` gave ALOX12 inh inconclusive.
Screening Cc1nc(-c2c3n(c(=O)n(CC(=O)Nc4ccc(C)c(Cl)c4)c2=O)CCCCC3)no1 returned ALOX12 inh -7.0%.
`O=C1Cc2c(-c3ccsc3)n[nH]c2CN1Cc1ccccc1` gave ALOX12 inh -29.9%[176 µM].
For CCCCNS(=O)(=O)/C=C/c1ccc(F)cc1CNC(=O)OC(C)(C)C the results were ALOX12 inh 12.8%.
CCc1ccc(OCC(=O)Nc2ccc3nsnc3c2)cc1 was read as ALOX12 inh 10.5%.
Screening O=C(c1cccs1)N1CCC(N2C(=O)C3(CCCCC3)C2c2ccncc2)CC1 (stereo not given) returned ALOX12 inh 20.3%.
`COCC(=O)NC[C@@H]1C=C(C)[C@H](Cc2nnc(-c3cncn3C)o2)C[C@H]1C(C)C` gave ALOX12 inh 4.2%[176 µM].

Four structures already listed, arranged by formula weight, low to high:
Screening Cc1cc(C(C)(C)C)cc(C)c1CCNC(=O)c1nccnc1N returned ALOX12 inh 4.2%.
`CC(=O)c1sc(NC(=O)c2nn(CC(C)C)c(=O)c3ccccc23)nc1C` gave ALOX12 inh -20.6%.
`O=C(Nc1cccc(C(F)(F)F)c1)N[C@H]1[C@H](O)[C@@H](Sc2ccccc2)[C@@H]2OC[C@H]1O2` gave ALOX12 inh -27.6%.
Screening Cc1nc(-c2c3n(c(=O)n(CC(=O)Nc4ccc(C)c(Cl)c4)c2=O)CCCCC3)no1 returned ALOX12 inh -7.0%.

Next part.
NC(=O)c1ccccc1NC(=O)c1cc(=O)c2ccccc2o1 was read as ALOX12 inh 5.0%.
For CCCCc1cc(=O)oc2cc(OCC(=O)c3ccc(OC)cc3)ccc12 the results were ALOX12 inh 3.6%.
`Cc1ccc(C(=O)N[C@H]2CO[C@H]3[C@@H]2OC[C@@H]3Nc2nccc(-c3cccc(F)c3)n2)cc1` gave ALOX12 inh 2.8%[176 µM].
O=C(c1cncc(N2CCC3(CCCNC3=O)C2)n1)N1CCOCC1 (stereo not given) was read as ALOX12 inh 44.8%[activator].
`Cc1ncsc1CCN(C)CC1(O)CCCNC1` (stereo not given) gave ALOX12 inh inconclusive.
`O=C(O)CC/C(=C/c1csc(-c2ccc(Cl)cc2)n1)c1nc2ccccc2s1` gave ALOX12 inh 3.7%.
COc1ccc(-n2c(=O)c(-c3cc(F)cc(F)c3)nc3cncnc32)cc1 was read as ALOX12 inh 0.0%.
Screening Cc1ccc2[nH]cc(CCNC(=O)NC3CCCCC3)c2c1 returned ALOX12 inh inconclusive.
`COc1ccc(C)cc1NC(=O)Cn1ccn2nc3c(c2c1=O)CCCC3` gave ALOX12 inh 28.9%.
`O=C(N/N=C/C1CC=CCC1)C1CC1c1ccccc1` (stereo not given) gave ALOX12 inh 33.4%[activator].
`COc1ccccc1Nc1ncc2c(n1)CN(C(=O)c1ccc(Cl)cc1)CCN2` gave ALOX12 inh inconclusive.
`O=C(NCc1cccs1)C1CCCN(c2nc3ncccc3o2)C1` (stereo not given) gave ALOX12 inh -5.8%[176 µM].
For Cc1cc2c(nc1C)CCCN2Cc1ccc(Br)cc1 the results were ALOX12 inh 19.1%.
`N#Cc1ccc(CNC2(Cc3cc(CN4CCN(c5ccccc5)CC4)on3)COC2)cc1` gave ALOX12 inh 1.5%.
`Cc1cccc(S(=O)(=O)N2CCN(c3ccc(Nc4ccccc4)nn3)CC2)c1` gave ALOX12 inh -7.1%.
For CC(=O)Nc1ccc(S(=O)(=O)N[C@H]2CO[C@H]3[C@@H]2OC[C@H]3OC(=O)Nc2cccc3ccccc23)cc1 the results were ALOX12 inh 7.6%.
CS(=O)(=O)N1CCCC(c2nc(-c3cccnc3)no2)CCNC(=O)CC1 (stereo not given) was read as ALOX12 inh 35.6%[activator].

Bioassay records: PubChem, National Center for Advancing Translational Sciences (NCATS)
